MrgX1 antagonist = antagonists of human MrgX1 receptor, primary screen, HEK293 cells, Fluo-4 calcium flux; Mas-related G-protein coupled receptor member X1 (Homo sapiens), Q96LB2; BAM8-22 antagonism; active compounds read low; B-score at 10 µM; actives 1.3% (n = 310,000);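 active = calcium-response B-score plate-corrected more than 3 library SD below zero, starting fluorescence within 5 deviations, no agonist response on first addition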;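 note: peak minus trough fluorescence over baseline after final BAM8-22 challenge near maximal dose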
TRPC4 PAM = positive allosteric modulators of TRPC4, primary screen, cell-based, mouse TRPC4beta, HEK293 mu-opioid, Fluo-4 calcium. Short transient receptor potential channel 4 (Mus musculus), Q9QUQ5. DAMGO EC20, Fluo-4 Ca2+ flux; active compounds read high. B-score at 10 µM. actives 0.42% (n = 310,000). AID 2227, 2009;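 active = B-score of calcium response area above 5 SD of library B-scores, with initial fluorescence ratio within 5 SD of library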;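 note: B-score of integrated fluorescence ratio over time as area under calcium response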
Target sequence (Q9QUQ5 whole entry, looked up): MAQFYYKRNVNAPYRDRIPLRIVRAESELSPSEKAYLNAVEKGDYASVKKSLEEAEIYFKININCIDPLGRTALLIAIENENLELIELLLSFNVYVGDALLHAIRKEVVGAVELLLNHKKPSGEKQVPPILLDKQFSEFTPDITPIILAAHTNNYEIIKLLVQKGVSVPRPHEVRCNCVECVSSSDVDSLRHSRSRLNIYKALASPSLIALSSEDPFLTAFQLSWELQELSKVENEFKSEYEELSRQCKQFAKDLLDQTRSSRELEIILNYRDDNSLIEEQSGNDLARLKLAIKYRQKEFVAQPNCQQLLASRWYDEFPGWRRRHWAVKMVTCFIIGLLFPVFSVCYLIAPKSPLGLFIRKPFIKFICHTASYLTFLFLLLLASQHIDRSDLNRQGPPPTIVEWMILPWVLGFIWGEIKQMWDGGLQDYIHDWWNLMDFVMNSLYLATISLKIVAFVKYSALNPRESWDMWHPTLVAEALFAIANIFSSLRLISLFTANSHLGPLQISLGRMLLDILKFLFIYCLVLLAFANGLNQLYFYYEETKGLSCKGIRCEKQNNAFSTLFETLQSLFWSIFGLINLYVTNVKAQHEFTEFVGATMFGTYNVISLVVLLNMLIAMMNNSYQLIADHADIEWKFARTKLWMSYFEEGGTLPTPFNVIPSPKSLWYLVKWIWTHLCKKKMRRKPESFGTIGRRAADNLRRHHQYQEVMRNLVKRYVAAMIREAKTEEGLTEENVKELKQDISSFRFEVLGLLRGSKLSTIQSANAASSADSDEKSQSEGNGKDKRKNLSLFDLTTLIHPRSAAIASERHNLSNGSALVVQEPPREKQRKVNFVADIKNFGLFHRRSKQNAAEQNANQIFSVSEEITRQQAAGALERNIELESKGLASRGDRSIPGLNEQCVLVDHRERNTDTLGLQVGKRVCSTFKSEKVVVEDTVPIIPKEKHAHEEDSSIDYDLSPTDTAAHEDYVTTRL
TRPC6 inhibitor = mouse TRPC6 channel inhibitors, primary screen, cell-based, HEK293, membrane potential dye; Short transient receptor potential channel 6 (Mus musculus), Q61143; ACh-evoked depolarization; active compounds read low; B-score at 10 µM; actives 1.1% (n = 310,000); AID 2553, 2010;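 active = B-score under library mean minus 3 SD, initial fluorescence not abnormally high, positive integrated signal ratio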;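 note: B-score derived from integrated fluorescence ratio over the kinetic read; more negative B-score means stronger inhibition of depolarization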
MrgX1 PAM = positive allosteric modulators of MrgX1, primary screen, HEK293 cells, Fluo-4 calcium flux; Mas-related G-protein coupled receptor member X1 (Homo sapiens), Q96LB2; FDSS; active compounds read high; B-score at 10 µM; actives 0.63% (n = 310,000);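 active = plate-corrected calcium response at least 3 library SD above typical, normal starting fluorescence, not activating the receptor alone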;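 note: compound read alongside a low EC10 to EC30 dose of BAM8-22 agonist; peak minus trough fluorescence over baseline measured at the second addition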
MrgX1 agonist = agonists of human MrgX1 receptor, primary screen, HEK293 cells, Fluo-4 calcium flux | B-score at 10 µM | actives 0.44% (n = 310,000) | Mas-related G-protein coupled receptor member X1 (Homo sapiens), Q96LB2 | AID 588627, 2011 | Fluo-4 calcium fluorescence, agonist mode; active compounds read high;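 active = calcium response B-score plate-corrected fluorescence ratio at least 3 library SD, with starting fluorescence B-score inside 5 SD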
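times = overnight plating, then 30 min 37 °C plus 30 min room-temperature dye loading | assay system = stable human MrgX1 HEK293 cell line | input = fifteen thousand cells per well | signal = kinetic calcium dye fluorescence, Fluo-4 NW | dosing = compound delivered in addition one of three | read-out = B-scored fluorescence response ratio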
PolyA inhibitor = polyadenylation inhibitors in yeast reporter cells, primary screen, luminescence, S. cerevisiae | calls only at 12 µM | actives 0.02% (n = 300,000) | AID 1875, 2009 | S. cerevisiae SKY197-pL101 polyadenylation reporter, beta-gal luminescence; efflux-impaired pdr1/pdr3 knockout yeast; score 100 = 6 SD above DMSO;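 active = lowest replicate activity score at least 50, where 100 means six control SD above control mean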;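 note: yeast exposed to compound for 9 h at 30 °C; higher score means more reporter readthrough which indicates perturbed polyadenylation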
HIF activator = HIF pathway transcriptional activators, primary screen, cell-based, U2OS HRE-luciferase, luminescence; U2OS HRE-luciferase reporter; normalized: DMSO 0%, desferrioxamine 100%; actives 0.32% (n = 300,000); AID 1910, 2009; activation, % at 7.5 µM (by protocol);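 active = mean activation of at least 10% of the iron chelator positive control signal, with at least half of replicates also reaching 10%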
TRPC6 activator = mouse TRPC6 channel activators, primary screen, cell-based, HEK293, membrane potential dye; B-score at 10 µM; actives 0.13% (n = 310,000); Short transient receptor potential channel 6 (Mus musculus), Q61143; HEK293-TRPC6 membrane potential dye fluorescence; active compounds read high;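 active = B-score of the integrated fluorescence ratio above library mean plus 3 SD, and starting fluorescence ratio within library mean plus 5 SD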;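 note: higher score means more depolarization so channel activation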
TRPC4 inh = inhibitors of mouse TRPC4 channel, primary screen, Fluo4 calcium, HEK293 TRPC4beta/mu-opioid cells; Short transient receptor potential channel 4 (Mus musculus), Q9QUQ5; DAMGO-evoked Fluo4 calcium flux; active compounds read low; B-score at 10 µM; actives 0.39% (n = 300,000);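 active = B-score over 3 SD under the library average, no early fluorescence shift, positive overall ratio signal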
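System: stable TRPC4beta/mu-opioid receptor HEK293 cells; Dosing: single-point compound dosing; Measured by: Fluo4 Ca2+ flux fluorescence; Read-out basis: per-well B score of integrated baseline-normalized Fluo4 ratio.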
AI-2 QS mod = Vibrio harveyi AI-2 quorum sensing modulators, primary screen, JMH597 strain, luminescence/OD600 ratio; activity change, % at 7.5 µM; Vibrio harveyi JMH597 AI-2 luminescence/OD600 ratio, 9 h; active compounds read low; strain lacks LuxN and CqsS sensors; 0 = neutral-control median; actives 0.4% (n = 300,000); in the data active = activity change below about -75%, passing the limit was not always enough;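 note: luminescence divided by OD600 gain over 9 h not by final OD600 alone; inactives centre near 13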
TRPC4 act = activators of mouse TRPC4 channel, primary screen, Fluo4 calcium, HEK293 TRPC4beta/mu-opioid cells; Short transient receptor potential channel 4 (Mus musculus), Q9QUQ5; Fluo4 calcium fluorescence; active compounds read high; B-score at 10 µM; actives 0.49% (n = 310,000); AID 2237, 2010;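 active = B-score above 5 SD of library B-scores, and initial fluorescence ratio not above library mean plus 5 SD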;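 note: positive B-score marks a calcium rise read as TRPC4 activation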
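Assay system: HEK293 cells stably co-expressing mouse TRPC4beta and mu-opioid receptor / Timing: Fluo4 dye loading 45 min at room temperature, 110 s recording / Signal: Fluo4 calcium-sensitive dye fluorescence, kinetic, 1 Hz baseline / Read-out: integrated baseline-normalised fluorescence ratio, converted to per-well B score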
An asterisk follows results filed as active; i = inactive; / = not tested or not shown.

Compound	MrgX1 antagonist	TRPC4 PAM	TRPC6 inhibitor	MrgX1 PAM	MrgX1 agonist	PolyA inhibitor	HIF activator	TRPC6 activator	TRPC4 inh	AI-2 QS mod	TRPC4 act
COc1ccc(S(=O)(=O)NCC(=O)O)cc1C(=O)NC1CCCCC1	i	i	i	i	i	i	0.6	i	i	4	i
COc1cccc(NC(=O)c2sc3nc4n(c(=O)c3c2C)CCC4)c1	i	i	i	i	i	i	3.4	i	i	18	i
COc1ccc(-c2nn3c(-c4ccccc4)nnc3s2)cc1	i	i	i	i	i	i	0.7	i	i	19	i
COc1ccccc1CN1CC(C(=O)NCc2cc(C(C)C)no2)CCC1=O (stereo unspecified)	i	i	i	i	i	i	1.3	i	i	31	i
COc1ccc2c(CC(=O)Nc3ccccc3OC)coc2c1	i	i	i	i	i	i	0.5	i	i	0	i
COc1ccc(C2(NC(C)=O)CCN(C(=O)c3ccco3)CC2)cc1	i	i	i	i	i	i	-0.1	i	i	5	i
O=S(=O)(c1ccc(NC(=S)NN=C2CCCCC2)cc1)N1CCOCC1	i	i	i	i	i	i	-0.6	i	i	31	i
CC(=O)Nc1ccc(S(=O)(=O)NNc2ccc([N+](=O)[O-])cc2)cc1	i	i	i	i	i	i	1.4	i	i	21	i
O=C(Cc1ccc(Cl)cc1)NCC(=O)N1CCCCCC1	i	i	i	i	i	i	1.0	i	i	-9	i
CC1CCCCC1NC(=O)CSc1nnc(-c2ccccc2)n1N (stereo unspecified)	i	i	i	i	i	i	1.1	i	i	6	i
CC(C)N1CN=C(Nc2nc3ccccc3o2)NC1	i	i	i	i	i	i	1.8	i	i	3	i
CC(C)C(OC(=O)c1ccco1)C(=O)NCc1ccc2c(c1)OCO2 (stereo unspecified)	i	i	i	i	i	i	-0.2	i	i	16	i
NC(=O)N/N=C1\CCS(=O)(=O)c2ccc(F)cc21	i	i	i	i	i	i	0.1	i	i	8	i
CC(=O)Nc1ccc(NC(=O)C(C)OC(=O)C2(c3ccc(F)cc3)CCCC2)cc1 (stereo unspecified)	i	i	i	i	i	i	-0.9	i	i	19	i
O=C(NN=C1CCCC1)c1cc(-c2ccccc2)n[nH]1	i	i	i	i	i	i	0.2	i	i	8	i
COC(=O)c1cn(C(=O)/C=C/c2ccc(OC)c(OC)c2)c2ccccc12	i	i	i	i	i	i	3.1	i	i	22	i
O=C(NCC1CCCO1)C(c1ccc(N2CCOCC2)cc1)N(C(=O)Cn1nnc2ccccc21)c1ccccc1F (stereo unspecified)	i	i	i	i	i	i	0.1	i	i	17	i
OC(Cn1cncn1)(Cn1cncn1)c1ccc(F)cc1F	i	i	i	i	i	i	-0.3	i	i	10	i
CC(=O)c1cccc(NC(=O)CSc2nnc(-c3ccc(S(=O)(=O)N4CCCC4)cc3)o2)c1	i	i	i	i	i	i	0.0	i	i	0	i
COc1ccc2cc(Br)ccc2c1CC(=O)N1CCCC1	i	i	i	i	i	i	2.9	i	i	-11	i
Cc1noc(C)c1S(=O)(=O)N1CCC(C(=O)NCCCN2CC(C)CC(C)C2)CC1 (stereo unspecified)	i	i	i	i	i	i	0.1	i	i	5	111*
CCn1c(C(=O)Nc2ccsc2C(=O)OC)cc2sc(Cl)cc21	i	i	i	i	i	i	-0.2	i	i	24	i
CC(C)(C)c1ccc(S(=O)(=O)/N=C2\C=C(NS(=O)(=O)c3ccccc3)C(=O)c3ccccc32)cc1	i	i	-6.1*	i	27*	i	-0.1	i	i	99	i
CC1(C)C2CCC1(CS(=O)(=O)NC(CC(=O)O)c1cccc(Br)c1)C(=O)C2 (stereo unspecified)	i	i	i	i	i	i	-1.5	i	i	9	i
COc1ccc(Br)c2c1C(=O)CC2	i	i	i	i	i	i	0.3	i	i	10	i
N#Cc1ccc(NC(=O)Cn2cnc(S(=O)(=O)N3CCOCC3)c2)cc1	i	i	i	i	i	i	-0.1	i	i	22	i
COCc1[nH][nH]c(=O)c1C=Nc1ccccc1	i	i	i	i	i	i	-1.1	i	i	12	i
COc1ccc(C(C(=O)NC2CCCCC2)N(Cc2ccco2)C(=O)c2ccccn2)c(OC)c1 (stereo unspecified)	i	i	i	i	i	i	-1.1	i	i	/	i
O=S(=O)(c1ccccc1)c1ccccc1/C=N\O	i	i	i	i	i	i	-0.1	i	i	3	i
Cc1cc(F)ccc1S(=O)(=O)Nc1ccccc1C(=O)Nc1ccccc1-c1nc2ccccc2[nH]1	i	i	i	i	i	i	-0.5	i	i	22	i
Cc1oc(-c2ccc(Cl)cc2)cc1-c1nn2c(-c3ccoc3C)nnc2s1	i	i	i	i	i	i	-0.5	i	i	42	i
COc1ccc(C(=O)COC(=O)CCNS(=O)(=O)c2ccccc2)c(OC)c1	i	i	i	i	i	i	-0.2	i	i	0	i
COc1cccc(CNS(=O)(=O)c2c(C)[nH]c(C)c2C(=O)N2CCCCC2)c1	i	i	i	i	i	i	0.0	i	i	4	i
CSCCC(N=C(NS(=O)(=O)c1ccccc1)c1ccccc1)C(=O)O (stereo unspecified)	i	i	i	i	i	i	-0.1	i	i	16	i
CN(Cc1c(F)cccc1Cl)C(=O)C1CC(=O)N(CCc2ccccc2)C1 (stereo unspecified)	i	i	i	i	i	i	0.0	i	i	23	i
C=CCNC(=O)CN1c2cccc3cccc(c23)S1(=O)=O	i	i	i	i	i	i	-16	i	i	32	i
CCC(C)c1ccc(NC(=O)C2CCN(c3ccc(C(F)(F)F)cn3)CC2)cc1 (stereo unspecified)	i	i	i	i	i	i	-0.3	i	i	11	i
COc1ccc(C(C)NC(=O)c2ccc(Br)cc2)cc1OC (stereo unspecified)	i	i	i	i	i	i	0.2	i	i	14	i
CC(/C=N\NC(=O)Cn1cncn1)=C/c1ccc(C(C)C)cc1	i	i	i	i	i	i	-0.4	i	i	38	i
O=C(CN(CC1CCCO1)C(=O)CNS(=O)(=O)c1ccc(Cl)cc1)NCC1CCCO1 (stereo unspecified)	i	i	i	i	i	i	-0.5	i	i	10	i
CCc1ccccc1NS(=O)(=O)c1cc2c(cc1C)n(C)c(=O)c(=O)n2C	i	i	i	i	i	i	-0.4	i	i	17	i
O=S1(=O)CCOC[C@H](CC2CCCCC2)N1Cc1cccc(F)c1	i	i	i	i	i	i	0.3	i	i	3	i
CCOC(=O)C1=C(c2ccccc2)OC(N)=C(C#N)C1c1ccc(Br)s1 (stereo unspecified)	i	i	i	i	i	i	-0.3	i	i	5	i
CC(C)NC(=O)COC(=O)c1ccc(S(=O)(=O)N2CCCC2)cc1	i	i	i	i	i	i	-0.2	i	i	42	i
CCOC(=O)c1sc2nc3n(c(=O)c2c1C)CCC3	i	i	i	i	i	i	0.1	i	i	-3	i
Cc1ccc(NC(=O)COC(=O)CNC(=O)c2ccc(Cl)cc2Cl)cc1S(=O)(=O)N1CCOCC1	i	i	i	i	i	i	-0.4	i	i	-11	i
O=C(CN1C(=O)C2C3C=CC(C3)C2C1=O)NCCC1=CCCCC1 (stereo unspecified)	i	i	i	i	i	i	0.5	i	i	7	i
CCCCCCc1cc2cc(-c3nnc(-c4ccccc4OC)o3)c(=O)oc2cc1O	i	i	i	i	i	i	0.0	i	i	-10	i
COc1ccccc1CNc1cc(-c2ccccc2)ccc1OC	i	i	i	i	i	i	1.2	i	i	8	i
Cc1cc(C)n(CCNC(=O)c2cc(COc3ccc4ncccc4c3)on2)n1	i	i	i	i	i	i	-0.2	i	i	19	i
Cc1ccc(C2c3[nH]c4ccccc4c3C[C@H]3C(=O)N(c4ccccc4C(=O)N4CCC[C@@H]4C(=O)O)C(=O)N23)cc1 (stereo partly specified)	i	i	i	i	i	i	-0.1	i	i	22	i
CCOc1ccc(C(C)NC(=O)Cc2ccccc2F)cc1OCC (stereo unspecified)	i	i	i	i	i	i	-0.7	i	i	27	i
CCOC(=O)C1CCN(Cc2cn[nH]c2-c2ccc(C)cc2)CC1	i	i	i	i	i	i	-0.6	i	i	18	i
CN(C)C(=O)COC(=O)c1ccccc1OCC(=O)Nc1ccc(SC(F)F)cc1	i	i	i	i	i	i	0.2	i	i	20	i
Cc1nc(CCNC(=O)CC2C(=O)NCCN2CC(C)C)nc2c1CCC2 (stereo unspecified)	i	i	i	i	i	i	-0.9	i	i	17	i
CCCN1CCN(CCCNC(=O)c2cc3c(=O)oc4ccc(C)cc4c3s2)CC1	i	i	i	i	i	i	-0.6	i	i	5	i
O=C(NCCc1ccc(Cl)cc1)C1CCN(C(=O)c2ccc(F)cc2)CC1	i	i	i	i	i	i	2.4	i	i	/	i
COc1ccc2nc(C)cc(N3CCOCC3)c2c1	i	i	-12*	i	i	i	0.5	i	i	36	i
COC(=O)C1=C(O)/C(=C/c2cccc(OC)c2O)N=C1C	i	i	i	i	i	i	1.0	i	i	15	i

The list is partial; rates above refer to the full screens.
